From PubChem BioAssay
NOD1 inhibition – NOD1 signaling inhibitors, primary screen, cell-based, luminescence, uHTS (AID 1578); hit rate 1% among 290,000; NOD1-driven NF-kB luciferase reporter cells, luminescence; higher % means a stronger effect; one-dose inhibition, % at 4 µM; EC50 in µM for titrated hits; in the data active = inhibition mostly above about 36%, no sharp cut-off; inactive = mostly below about 34%;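 note: HEK-293T reporter cells stimulated with the NOD1 agonist gamma-tri-DAP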
b-catenin transl – modulators of beta-catenin nuclear translocation, primary screen, imaging, HeLa cells, immunofluorescence, high-content; hit rate 0.3% among 190,000; nuclear translocation activity, % at 5 µM; AID 1665, 2009;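 active = nuclear translocation activity above 50% at 5 µM, with a well cell count of 50 or more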;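 note: per-cell ratio of nuclear to cytoplasmic median beta-catenin stain intensity; plate controls were DMSO negative control for no effect and GSK-3 inhibitor IX positive control for full effect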
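System: HeLa cells, endogenous beta-catenin; compound dosing: 5 µM primary single dose, 0.1% DMSO, 0.02–20 µM confirmation series; incubation: 24 h compound exposure at 37°C, 5% CO2; signal: beta-catenin immunofluorescence imaging with DAPI; evaluation: % activation, nuclear-to-cytoplasmic median beta-catenin signal ratio per cell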
Dynein transport – inhibitors of GR-EGFP nuclear translocation, primary screen, dynein cargo transport inhibitor project, imaging, high-content, 3617.4 mouse cells; z-score, hits read low; test concentration mostly 20 µM; stimulated with dexamethasone, 1 µM; stronger effect = lower value; hit rate 0.47% among 220,000;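 active = plate z-score of nuclear minus cytoplasmic receptor signal below a set negative limit, without overly bright fluorescence or cell loss, cut at about -3.5 in these data, passing the limit was not always enough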;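 note: z-score of nuclear minus cytoplasmic ring GR-EGFP intensity difference per well; some compounds called inactive have numbers as strong as hits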
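Buffer or medium: tet-free, stripped-serum medium; reagent: dexamethasone at 1.0 µM final, 30 min; incubation: 48 h induction, 1 h compound, 30 min dex at 37 °C; measured by: formaldehyde fixation, Hoechst nuclear stain, 10x automated fluorescence imaging; read-out: nuclear-to-cytoplasmic GR-EGFP distribution per well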
P. falciparum M17LAP – P. falciparum M17LAP inhibitors, primary screen, biochemical, fluorogenic H-Leu-NHMec substrate, 1536-well (AID 1619). one-dose inhibition, % at 30 µM; IC50 in µM for titrated hits. recombinant M17LAP, H-Leu-NHMec fluorogenic kinetic assay; higher % means a stronger effect. hit rate 0.38% among 220,000. Leucine aminopeptidase (Plasmodium falciparum (isolate 3D7));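 active = compound inhibiting the enzyme by more than half at any dose during confirmatory dose-response retesting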;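 note: plate controls were full reaction with DMSO carrier for no effect and no enzyme background for full effect; strong numbers were not always called active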
HEK293 NOD2/NF-kB – NOD2 signaling inhibitors, cell-based, luminescence, uHTS, HEK293 (AID 1566); HEK293 NOD2/NF-kB luciferase reporter, luminescence; higher % means a stronger effect; one-dose inhibition, % at 4 µM; EC50 in µM for titrated hits; hit rate 0.63% among 290,000; in the data active = inhibition above about 50%; note: many of its hits are not listed in these tables
Autophagy HCS – autophagy modulators in MEF cells, primary screen, imaging, high-content, MEF GFP-LC3 | AID 463193, 2010 | hit rate 0.98% among 190,000 | MEF GFP-LC3 puncta imaging; test concentration mostly 10 µM | calls only at 10 µM (by protocol);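 active = percentage of spot-positive cells more than 3 SD above its plate mean, without a fluorescence outlier flag or 80% toxicity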;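 note: spot-positive cell cutoff set from DMSO-treated cells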
Yfh1-off respiration – enhancers of respiration in Yfh1-depleted yeast, dose response, Friedreich's ataxia, plus single-dose screen (AID 1465); one-dose fold induction at 50 µM; EC50 in µM for titrated hits; hit rate 0.074% among 220,000; S. cerevisiae Yfh1-off respiration, WST-1 reduction, 72 h; higher fold induction means a stronger effect;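 active = fold induction of absorbance versus untreated yeast above a set limit, then at least 30% activation at any dose in follow-up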;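 note: activators that raise dye reduction in frataxin-depleted yeast; strong numbers were not always called active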
MT stabilizer – microtubule stabilizers in HeLa cells, primary screen, imaging, high-content imaging; HeLa tubulin immunostaining HCS, 24 h; share of cells brighter than vehicle mean+2SD; % tubulin-high responders, % at 10 µM; hit rate 0.83% among 200,000; AID 2205, 2009;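 active = plate Z-score above 3 for both tubulin-high and condensed-nucleus cell shares, with cell loss under 80%, at 10 µM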;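 note: anti alpha tubulin signal scored within the nucleus-defined area of each cell; some results filed as inactive read as strong as hits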
Insulin prom up – insulin promoter activators in MIN6 cells, imaging, high-content screening, mouse beta cells; MIN6 insulin promoter-GFP reporter; stronger effect = higher value; z-score at 5 µM; hit rate 0.3% among 190,000; AID 1625, 2009;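 active = z-score above 3 at 5 µM with at least 500 cells counted in the well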
Dynein transport cytoplasmic EGFP – further read-out of Dynein transport, marked with its call; z-score; measured here: cytoplasmic GR-EGFP intensity; stronger effect = higher value
Dynein transport nuclear GR-EGFP – further read-out of Dynein transport, marked with its call; z-score; measured here: nuclear GR-EGFP intensity;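 lower value marks the stronger effect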
Dynein transport cell count – second read-out of Dynein transport, no call of its own (marks repeat the call); z-score; measured here: cell count per field
Insulin prom up cell count – further read-out of Insulin prom up, marked with its call; cell count; measured here: cytotoxicity, nuclei count;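 total cells summed across four imaged fields per well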
b-catenin transl cell count 5 µM – recorded beside b-catenin transl, whose call it bears; cell count; measured here: cell count, cytotoxicity flag
MT stabilizer Hoechst-high % – also measured in MT stabilizer; calls as there; % Hoechst-high responders; measured here: nuclear condensation Hoechst responders;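 share of cells brighter than vehicle mean plus two SD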
MT stabilizer cytotoxicity % – second read-out of MT stabilizer, no call of its own (marks repeat the call); toxicity, %; measured here: cytotoxicity by cell density;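 0% = mean cell density of plate MIN control wells and 100% = no cells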
Autophagy HCS cell loss 18 h – second read-out of Autophagy HCS, no call of its own (marks repeat the call); toxicity, %; measured here: cell loss, nuclei count;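 cell loss after 18 h compound exposure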
* = called active by the depositor; i = inactive; x = no result given.

mol	Dynein transport	MT stabilizer cytotoxicity %	b-catenin transl	Dynein transport cell count	MT stabilizer Hoechst-high %	MT stabilizer	Autophagy HCS	P. falciparum M17LAP	Dynein transport nuclear GR-EGFP	b-catenin transl cell count 5 µM	Insulin prom up cell count	HEK293 NOD2/NF-kB	Insulin prom up	Dynein transport cytoplasmic EGFP	NOD1 inhibition	Yfh1-off respiration	Autophagy HCS cell loss 18 h
CSc1cccc(NS(=O)(=O)c2cccs2)c1	0.318	5.1	-0.1	-0.347	2.6	2.1	i	5.7%	0.095	1046	1208	-9.4%	-0.11	-0.16	-16.0%	i	0.7
COc1ccc2c(C)cc(SCC(=O)Nc3cccnc3Cl)nc2c1	-0.828	7.4	-1.6	0.0251	1.5	1.9	i	-1.2%	-0.302	874	1385	30.7%	-0.21	0.408	-12.9%	i	-2.7
COc1ccccc1-n1cc(CN2CCN(CC=C(C)C)C(CCO)C2)cn1 (stereo not given)	-0.5	x	1.2	0.353	x	x	x	0.6%	-0.342	1305	1101	12.0%	-0.08	-0.171	-2.2%	i	x
Cc1ccc(NC(=O)NC2CCN(CC(=O)Nc3nccs3)CC2)cc1	-0.952	3.8	0.2	0.317	3.0	5.2	i	-0.4%	-0.366	711	1041	4.6%	-0.2	-0.258	6.1%	i	19.0
CCOC(=O)c1cccc(NC(=O)c2cnccn2)c1	1.13	4.4	-3.6	-1.55	3.2	5.6	i	-7.7%	1.11	1085	x	0.1%	x	-0.17	-7.7%	i	1.2
CC(=O)c1cccc(NC(=O)Nc2cccnc2)c1	-0.127	0.5	-2.3	0.655	1.8	2.2	i	-10.7%	-0.185	1237	x	13.1%	x	-0.194	-21.3%	i	1.5
COc1cccc(C(=O)Nc2ccc(NC(=O)C(C)C)nc2)c1	0.327	4.5	-1.8	0.183	1.2	2.3	i	0.1%	-0.0944	1390	1336	-3.1%	0.3	-0.19	-10.0%	i	0.3
Cc1nc2cc3nc(C(F)(F)F)[nH]c3cc2[nH]1	-0.925	7.0	0.0	0.967	3.6	1.7	i	14.5%	-0.634	538	1203	8.6%	-0.56	-0.272	-11.8%	i	0.4

One compound at a time (already shown). Order of screens: Dynein transport | MT stabilizer cytotoxicity % | b-catenin transl | Dynein transport cell count | MT stabilizer Hoechst-high % | MT stabilizer | Autophagy HCS | P. falciparum M17LAP | Dynein transport nuclear GR-EGFP | b-catenin transl cell count 5 µM | Insulin prom up cell count | HEK293 NOD2/NF-kB | Insulin prom up | Dynein transport cytoplasmic EGFP | NOD1 inhibition | Yfh1-off respiration | Autophagy HCS cell loss 18 h
`Cc1ccc(NC(=O)NC2CCN(CC(=O)Nc3nccs3)CC2)cc1` in the list: -0.952 | 3.8 | 0.2 | 0.317 | 3.0 | 5.2 | i | -0.4% | -0.366 | 711 | 1041 | 4.6% | -0.2 | -0.258 | 6.1% | i | 19.0
`COc1ccccc1-n1cc(CN2CCN(CC=C(C)C)C(CCO)C2)cn1` (stereo not given) in the list: -0.5 | x | 1.2 | 0.353 | x | x | x | 0.6% | -0.342 | 1305 | 1101 | 12.0% | -0.08 | -0.171 | -2.2% | i | x
`COc1ccc2c(C)cc(SCC(=O)Nc3cccnc3Cl)nc2c1` in the list: -0.828 | 7.4 | -1.6 | 0.0251 | 1.5 | 1.9 | i | -1.2% | -0.302 | 874 | 1385 | 30.7% | -0.21 | 0.408 | -12.9% | i | -2.7

More records follow:
mol	Dynein transport	MT stabilizer cytotoxicity %	b-catenin transl	Dynein transport cell count	MT stabilizer Hoechst-high %	MT stabilizer	Autophagy HCS	P. falciparum M17LAP	Dynein transport nuclear GR-EGFP	b-catenin transl cell count 5 µM	Insulin prom up cell count	HEK293 NOD2/NF-kB	Insulin prom up	Dynein transport cytoplasmic EGFP	NOD1 inhibition	Yfh1-off respiration	Autophagy HCS cell loss 18 h
c1ccc(Cn2nnnc2CN2CCCC2)cc1	0.0284	6.7	-1.0	0.514	2.2	2.9	i	4.0%	-0.759	531	x	12.7%	x	-0.272	-11.7%	i	3.5
COc1ccc(C(=O)N/N=C/c2ccc(OC(=O)c3cccs3)cc2)cc1	-0.852	1.9	1.9	0.435	2.9	3.6	i	4.1%	-0.698	1155	1453	2.9%	-0.02	-0.245	-20.9%	i	6.1
CSc1nc(-c2ccc(N(C)C)cc2)c(C#N)c(=O)n1C	-0.0939	8.7	-2.9	0.706	1.2	2.5	i	-0.4%	0.34	1217	1383	-46.0%	0.5	0.223	-4.2%	x	-4.5
CCc1nc(N2CCCCC2C(=O)O)c2oc3ccccc3c2n1 (stereo not given)	1.41	x	0.4	-0.284	x	x	x	20.5%	0.256	1335	1388	22.3%	0.14	-0.293	-2.1%	i	x

An excerpt, so the mix of outcomes need not match the whole.
